Screening results: PubChem, several laboratories
Bim-Mcl-1: inhibitors of Bim peptide binding to Mcl-1, primary screen, biochemical, bead-based flow cytometry, multiplex; Induced myeloid leukemia cell differentiation protein Mcl-1 (Homo sapiens), Q07820; Bim peptide-Mcl-1 binding; inhibition, % at 10 µM; hit rate 0.1% among 190,000; AID 1009, 2008;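 further: 0% = no compound tracer wells and 100% = peptide blocker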
Target sequence (Q07820 whole entry, looked up): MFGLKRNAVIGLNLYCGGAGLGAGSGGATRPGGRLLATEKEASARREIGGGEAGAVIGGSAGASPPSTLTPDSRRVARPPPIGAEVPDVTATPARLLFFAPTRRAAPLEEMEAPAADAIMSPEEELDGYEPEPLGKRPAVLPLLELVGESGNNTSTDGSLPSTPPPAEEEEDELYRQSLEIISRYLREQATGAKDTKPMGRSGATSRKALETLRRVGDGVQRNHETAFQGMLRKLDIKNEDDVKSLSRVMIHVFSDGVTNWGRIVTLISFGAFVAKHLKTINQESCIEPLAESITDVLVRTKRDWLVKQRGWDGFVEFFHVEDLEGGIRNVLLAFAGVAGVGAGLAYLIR
RGS7-Gao: RGS7-Galphao binding modulators, primary screen, biochemical, multiplexed bead flow cytometry; Guanine nucleotide-binding protein G(o) subunit alpha (Homo sapiens), P09471; actives lie on both sides; binding response (% of control), % at 10 µM; hit rate 0.35% among 220,000; in the data active means binding response below about 49% or above about 150%; inconclusive means no clear call, values can overlap the other calls; inactive means in between;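 further: fluorescent Galphao held in activated GDP-AlF4 state binding bead-coupled RGS7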
Target sequence (P09471 whole entry, looked up): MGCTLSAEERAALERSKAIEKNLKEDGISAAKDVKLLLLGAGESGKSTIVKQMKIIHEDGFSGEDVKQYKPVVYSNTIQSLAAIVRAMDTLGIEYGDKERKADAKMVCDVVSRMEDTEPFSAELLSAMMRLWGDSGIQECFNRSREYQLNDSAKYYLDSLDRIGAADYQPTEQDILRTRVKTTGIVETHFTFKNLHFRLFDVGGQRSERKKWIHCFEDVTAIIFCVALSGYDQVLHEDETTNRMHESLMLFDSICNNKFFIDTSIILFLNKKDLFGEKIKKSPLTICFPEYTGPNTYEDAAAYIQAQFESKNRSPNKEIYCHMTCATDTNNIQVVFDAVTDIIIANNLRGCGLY
Mcl1-Noxa inh: Mcl-1/Noxa binding inhibitors, primary screen, biochemical, TR-FRET, 1536-well | hit rate 1.5% among 220,000 | TR-FRET Mcl-1/Noxa peptide binding, 2 h | Induced myeloid leukemia cell differentiation protein Mcl-1 (Homo sapiens), Q07820 | inhibition, % at 21.7 µM;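 active means compounds that cut the protein-peptide binding signal by more than 50% relative to plate controls in a single-dose test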;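 further: His-tagged Mcl-1 with rhodamine Noxa BH3 peptide and terbium anti-His antibody; 0% = Mcl-1 plus Noxa peptide wells and 100% = peptide-only wells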
Bcl-XL Bim block: inhibitors of Bim-Bcl-XL binding, primary screen, biochemical, multiplexed, bead flow cytometry, human Bcl-XL | Bcl-2-like protein 1 (Homo sapiens), Q07817 | Bim peptide-Bcl-XL binding, fluorescence | inhibition, % at 10 µM | hit rate 0.04% among 190,000
Target sequence (Q07817 whole entry, looked up): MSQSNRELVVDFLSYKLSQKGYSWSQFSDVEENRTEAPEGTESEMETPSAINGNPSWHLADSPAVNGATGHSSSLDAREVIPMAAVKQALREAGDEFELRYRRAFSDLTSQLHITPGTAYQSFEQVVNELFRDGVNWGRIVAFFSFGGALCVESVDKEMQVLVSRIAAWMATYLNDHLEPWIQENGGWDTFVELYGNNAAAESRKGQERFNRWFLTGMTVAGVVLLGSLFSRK
RGS4-Gao reg: modulators of RGS4 binding to Galphao, primary screen, biochemical, multiplexed bead flow cytometry. Guanine nucleotide-binding protein G(o) subunit alpha (Homo sapiens), P09471. actives lie on both sides. binding response (% of control), % at 10 µM. hit rate 0.33% among 220,000. AID 1415, 2008; in the data active means binding response below about 49% or above about 150%; inactive means in between;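 further: fluorescent Galphao activated with aluminum fluoride binding bead-coupled RGS4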
RGS8-Gao: RGS8-Galphao binding modulators, primary screen, biochemical, multiplexed bead flow cytometry; hit rate 0.34% among 220,000; response (percent of control binding), % at 10 µM; AID 1423, 2008; actives lie on both sides; Guanine nucleotide-binding protein G(o) subunit alpha (Homo sapiens), P09471; in the data active means response below about 60% or above about 140%; inactive means in between;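 further: Galphao activated as the GDP aluminium fluoride complex binding bead-coupled RGS8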
Bim-Bcl-W: inhibitors of Bim binding to Bcl-W, primary screen, biochemical, multiplexed, bead-based flow cytometry | hit rate 0.02% among 190,000 | inhibition, % at 10 µM | Bim peptide-Bcl-W binding;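 further: 0% = bound tracer without compound and 100% = peptide blocker; higher means less fluorescent Bim peptide bound to Bcl-W beads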
Bim-Bfl-1: inhibitors of Bim binding to Bfl-1, primary screen, biochemical, multiplexed, bead-based flow cytometry. Bcl-2-related protein A1 (Homo sapiens), Q16548. Bim-Bfl-1 binding inhibition. inhibition, % at 10 µM. hit rate 0.12% among 190,000;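 further: 0% = wells without compound plus tracer and 100% = blocker peptide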
Bim-Bcl-B: inhibitors of Bim-Bcl-B binding, primary screen, biochemical, multiplexed, human Bcl-2 family; bead-based flow cytometry, Bim peptide-Bcl-B binding; inhibition, % at 10 µM; Bcl-2-like protein 10 (Homo sapiens), Q9HD36; hit rate 0.073% among 190,000;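 further: 0% = tracer peptide without compound and 100% = reference inhibitor peptide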
Mcl1 Bid PPI: Mcl-1/Bid binding inhibitors, primary screen, biochemical, TR-FRET, 1536-well. Induced myeloid leukemia cell differentiation protein Mcl-1 (Homo sapiens), Q07820. TR-FRET Mcl-1/Bid-Dy647 peptide binding. inhibition, % at 21.7 µM. hit rate 0.97% among 220,000;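 active means compounds that cut the binding signal by more than half at the single screening dose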;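 further: His-tagged Mcl-1 with europium anti-His antibody binding Bid BH3 peptide; 0% = Mcl-1 plus peptide wells and 100% = peptide-only wells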
Bcl-2 Bim block: inhibitors of Bim-Bcl-2 binding, primary screen, biochemical, multiplexed, human Bcl-2 family | hit rate 0.06% among 190,000 | Apoptosis regulator Bcl-2 (Homo sapiens), P10415 | Bead-based flow cytometry, Bim peptide-Bcl-2 binding | inhibition, % at 10 µM; in the data active means inhibition above about 40%; inconclusive means no clear call, values can overlap the other calls;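 further: 0% = no compound wells with probe peptide and 100% = reference peptide inhibitor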
* hit, by the source's call; ? = inconclusive; / = not tested or not shown. Unless noted, no stated cut-off is given here; in the data, active means inhibition above about 40%.

The line under a structure holds: Bcl-XL Bim block | RGS4-Gao reg | Mcl1 Bid PPI | RGS8-Gao | Bim-Bfl-1 | Bim-Mcl-1 | RGS7-Gao | Mcl1-Noxa inh | Bim-Bcl-W | Bim-Bcl-B | Bcl-2 Bim block
- CCOC(=O)C1=NN(C(=O)c2ccc(C)cc2)C(O)(c2ccc(Cl)cc2)C1 (configuration not stated)
→ 0.0 | 98.2 | -47.3 | 97.0 | -4.0 | -2.0 | 97.3 | -85.0 | 0.0 | -2.0 | -2.0
- O=C1C2CC=C(Cl)CC2C(=O)N1c1ncn[nH]1 (configuration not stated)
→ -6.0 | 102.4 | -20.4 | 98.7 | -12.0 | 0.0 | 100.0 | 7.4 | -1.0 | -8.0 | -8.0
- CCOc1ccccc1C1CC(c2ccccc2)Nc2nc(N)nn21 (configuration not stated)
→ -5.0 | 103.1 | -1.7 | 104.1 | -8.0 | 2.0 | 100.2 | 24.3 | 1.0 | -5.0 | -3.0
- C=CCNC(=S)NNC(=O)c1cc(Cl)ccc1OC
→ / | 102.8 | -29.1 | 102.0 | / | / | ? | 9.9 | / | / | /
- CCC(C)N(C)C1CCN(C(=S)Nc2ccc(OC)cc2)CC1 (configuration not stated)
→ -7.0 | 102.7 | -40.6 | 101.6 | -5.0 | -4.0 | 101.4 | 8.6 | -4.0 | -3.0 | -5.0
- O=c1oc2cc([N+](=O)[O-])ccc2nc1/C=C(\O)c1cccc(Br)c1
→ / | 94.2 | -37.2 | 95.3 | / | / | ? | -16.1 | / | / | /
- CCC1CCCCN1C(=O)Nc1cc(Cl)ccc1OC (configuration not stated)
→ 1.0 | 98.0 | -25.5 | 99.7 | -3.0 | 0.0 | 93.5 | 10.7 | 0.0 | 0.0 | -2.0
- COc1cc(OC)c(N(C)S(=O)(=O)c2cccc(C(=O)NC(C)C3CC4CCC3C4)c2)cc1Cl (configuration not stated)
→ / | 99.4 | -25.6 | 99.3 | / | / | ? | 8.8 | / | / | /
- COc1ccc(OCCNS(=O)(=O)c2ccccc2)cc1
→ -5.0 | 94.5 | -8.5 | 97.4 | -5.0 | -5.0 | 95.9 | 18.3 | -1.0 | -9.0 | -11.0
- CCC(C)(C)NC(=O)C(c1cccn1C)N(C(=O)Cn1nnc2ccccc21)c1ccc(NC(C)=O)cc1 (configuration not stated)
→ 2.0 | 104.2 | -36.6 | 99.0 | -4.0 | 0.0 | 96.9 | 8.0 | 3.0 | -1.0 | -3.0
- N/C(=N\c1nc2c(c(=O)[nH]1)CCC2)Nc1cccc(Cl)c1
→ 0.0 | 105.3 | -22.7 | 104.3 | 0.0 | 1.0 | 101.2 | 15.8 | 2.0 | -2.0 | 5.0
- O=S(=O)(NCCO)c1cccc2cccnc12
→ -8.0 | 97.4 | -6.9 | 100.9 | -4.0 | -2.0 | 98.9 | -6.0 | -6.0 | -7.0 | -5.0
- CC(C)[C@H](NC(=O)Nc1cccc(Br)c1)C(=O)O
→ -8.0 | 97.8 | -4.2 | 103.2 | -14.0 | -1.0 | 98.7 | 12.3 | -3.0 | -10.0 | -3.0
- Cc1ccccc1C(=O)N/N=C/c1ccncc1
→ -1.0 | 101.4 | -12.5 | 101.6 | 1.0 | -2.0 | 100.7 | -19.0 | -2.0 | -1.0 | -2.0
- Cc1ccc(Nc2c(-c3ccc(C)o3)nc3cnccn23)cc1
→ 0.0 | 98.0 | -7.8 | 90.3 | 19.0 | -2.0 | 97.8 | 51.1* | 2.0 | -6.0 | 0.0
- Cc1cc(C)c(S(=O)(=O)NCC(CCC(=O)O)C(F)(F)F)c(C)c1 (configuration not stated)
→ -4.0 | 101.3 | 4.1 | 104.5 | -8.0 | -3.0 | 104.2 | 2.2 | -1.0 | -4.0 | -5.0
- CCn1c(SCC(=O)Nc2nc(-c3ccccc3)cs2)nnc1-c1ccccc1O
→ -1.0 | 102.4 | -37.4 | 101.2 | 0.0 | 0.0 | 99.2 | 5.7 | -1.0 | 1.0 | -2.0
- Cc1cc(O)c(N)c(C)c1Cl
→ -2.0 | 95.1 | -26.6 | 97.9 | 3.0 | -1.0 | 97.4 | 6.4 | 0.0 | -8.0 | -2.0
- CC(C)c1ccc(CNC(=O)CCc2ccccc2)cc1
→ -4.0 | 94.7 | -54.8 | 92.3 | -6.0 | -2.0 | 92.5 | 1.4 | -2.0 | -4.0 | -7.0
- Cc1nnsc1SCCNC(=O)Nc1ccc(Cl)cc1
→ -2.0 | 97.5 | -23.6 | 97.7 | -4.0 | 0.0 | ? | 5.0 | -1.0 | -1.0 | 0.0
- O=c1c2sc3ccccc3c2[nH]c(=S)n1CCN1CCOCC1
→ -11.0 | 103.3 | -26.0 | 101.2 | 3.0 | -7.0 | 105.4 | 23.5 | -1.0 | -59.0 | -2.0
- Cc1ccc(N=Cc2ccc(O)cc2O)cc1F
→ -1.0 | 100.5 | -24.4 | 106.2 | 3.0 | 3.0 | 101.0 | 22.4 | 0.0 | -1.0 | -2.0
- CCN(CC)C(=O)CSc1nc(-c2ccc(C)cc2)nc2c1COC(C)(C)C2
→ -1.0 | 97.7 | -0.1 | 98.3 | -1.0 | -3.0 | 101.4 | -8.9 | -2.0 | -2.0 | -2.0
- COc1cc(NC(=O)C2CCN(S(=O)(=O)c3cccc4nonc34)CC2)cc(OC)c1
→ 2.0 | 103.2 | 81.1* | 96.7 | 1.0 | 3.0 | 97.1 | 10.1 | 2.0 | 5.0 | 5.0
- Cc1nn(CC(=O)Nc2ccc3c(c2)OCO3)c(C)c1[N+](=O)[O-]
→ 0.0 | 100.9 | -15.1 | 99.8 | 1.0 | 0.0 | ? | 8.7 | 0.0 | -9.0 | 0.0
- CC(C)(C)C(=O)NC(=S)N1CCCC1
→ -1.0 | 97.6 | -37.6 | 88.3 | 0.0 | -1.0 | 97.0 | -4.9 | 0.0 | -1.0 | 0.0
- NS(=O)(=O)c1ccc(NC(=O)COC(=O)C2CCCCC2)cc1
→ -2.0 | 101.5 | -42.4 | 101.4 | -1.0 | -3.0 | ? | 3.6 | -2.0 | -2.0 | -2.0
- CCOC(=O)c1[nH]c2c(c1-c1ccc(OC)cc1)C(=O)CC(c1ccc(OC)c(OC)c1)C2 (configuration not stated)
→ -4.0 | / | 1.6 | / | -1.0 | -3.0 | / | -2.7 | -6.0 | -7.0 | -2.0
- O=c1[nH]c(CSc2nnc3ccccn23)nc2ccccc12
→ -2.0 | 101.7 | -30.0 | 101.7 | 0.0 | -1.0 | 101.3 | 1.2 | 0.0 | -2.0 | -2.0
- CCO[C@@H]1OC(C(=O)N2CCN(C)CC2)=C[C@H](C(C)(C)C)[C@H]1CCCO
→ -2.0 | 102.4 | -9.4 | 97.0 | -7.0 | 0.0 | 97.7 | -21.7 | -3.0 | -5.0 | -4.0
- COc1ccc(C2C(C(=O)N3CCCCC3)c3ccccc3C(=O)N2C)cc1 (configuration not stated)
→ -9.0 | 102.9 | -11.6 | 100.4 | -16.0 | -4.0 | 98.1 | -6.0 | 0.0 | -7.0 | -11.0
- O=C(NCCCn1ccnc1)c1cc(-c2ccc(Cl)cc2)nc2ccccc12
→ 0.0 | 101.2 | -35.0 | 104.2 | 0.0 | 0.0 | 101.0 | -18.1 | -2.0 | -1.0 | 0.0
- CC(=O)NC(C(=O)NCC(N)=O)C(C)C (configuration not stated)
→ -4.0 | 102.8 | 2.2 | 101.5 | -3.0 | -5.0 | 105.2 | 14.2 | -3.0 | -6.0 | -1.0
- O=C(OC1CCN(c2ccc([N+](=O)[O-])cc2)CC1)c1ccccc1
→ -1.0 | 96.2 | -12.6 | 99.2 | -3.0 | 0.0 | 97.8 | 5.9 | 0.0 | -4.0 | 0.0
- NC(=O)NOCc1ccc(Cl)cc1Cl
→ -1.0 | 94.4 | -32.6 | 97.6 | -3.0 | 0.0 | ? | 16.5 | -1.0 | -1.0 | -3.0
- C/C(=N\NS(=O)(=O)c1ccc(Br)cc1)c1cccs1
→ 4.0 | 120.2 | -54.3 | 95.4 | 3.0 | 5.0 | 106.2 | 7.2 | 2.0 | 1.0 | 1.0
- N#CC1=C(N)N2C(=C(C#N)C13CCCC3)Nc1ccccc12
→ 0.0 | 98.6 | -42.9 | 103.2 | -7.0 | 7.0 | 97.9 | 12.9 | -1.0 | -6.0 | -4.0
- O=C1c2ccccc2S(=O)(=O)N1CC(O)COc1ccc(Br)cc1 (configuration not stated)
→ -3.0 | 108.1 | 7.2 | 110.4 | -7.0 | 0.0 | 104.5 | 14.9 | -1.0 | -2.0 | -6.0
- O=c1cc(O)nc2n1CCCS2
→ -10.0 | 103.2 | -35.2 | 105.1 | -2.0 | -2.0 | 101.6 | 42.2 | -1.0 | -7.0 | -6.0
- O=C(Nc1ccc(OC(F)(F)C(F)F)c(NC(=O)c2cccc(F)c2)c1)c1cccc(F)c1
→ -4.0 | 100.3 | -10.7 | 100.9 | -2.0 | -4.0 | 103.7 | 3.3 | -2.0 | -6.0 | -5.0
- CC(=O)/C(=N/Nc1ccc(C)cc1)Sc1nnc(CCc2ccccc2)n1-c1ccccc1
→ -8.0 | 101.3 | -23.6 | 96.3 | 1.0 | -5.0 | 102.4 | -2.8 | -3.0 | -11.0 | 2.0
- O=C(O)C1=C[C@H](c2ccccc2)C[C@H](OCc2ccc(CO)cc2)O1
→ -2.0 | 102.7 | 2.6 | 97.2 | -6.0 | -2.0 | 105.5 | 1.0 | 0.0 | -6.0 | -2.0
- O=c1c2ccccc2nnn1COc1cccc(Cl)c1
→ -1.0 | 101.7 | -17.0 | 99.6 | -1.0 | -1.0 | ? | 7.3 | 1.0 | -1.0 | -1.0
- O=C(NCCc1ccc(Cl)cc1)c1cnccn1
→ -4.0 | 96.2 | -10.1 | 99.8 | -3.0 | -2.0 | 96.2 | 3.9 | 2.0 | -4.0 | -5.0
- COCCNCC(=O)Nc1ccccc1Sc1ccccc1
→ -4.0 | 101.9 | 50.3 | 101.4 | -7.0 | -1.0 | 101.5 | 19.8 | -3.0 | -8.0 | -7.0
- CCCCNC(=O)C(=O)N/N=C/c1ccc(OCc2ccccc2)cc1
→ 0.0 | 101.5 | -10.7 | 105.3 | -10.0 | -2.0 | 104.3 | 4.3 | -2.0 | -7.0 | -5.0
